Screening results (PubChem BioAssay)
AmpC inh detg: qHTS Inhibitors of AmpC Beta-Lactamase (assay with detergent); AmpC hydrolysis of nitrocefin, absorbance 480 nm, 0.01% Triton; 0.041% of 370,000 active; P00811; Potency, µM (top dose mostly 114 µM), inactives show top-dose activity change, negative = inhibition, actives largely listed as inhibitors; AID 485294, 2010;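 further: potency means the concentration at half of the fitted maximal effect; 0% = no-compound wells and -100% = no-enzyme wells; nearly all actives have a fitted effect of over 25% in size; some results filed as inactive show a strong effect at the top dose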
Target sequence (P00811 whole entry, looked up): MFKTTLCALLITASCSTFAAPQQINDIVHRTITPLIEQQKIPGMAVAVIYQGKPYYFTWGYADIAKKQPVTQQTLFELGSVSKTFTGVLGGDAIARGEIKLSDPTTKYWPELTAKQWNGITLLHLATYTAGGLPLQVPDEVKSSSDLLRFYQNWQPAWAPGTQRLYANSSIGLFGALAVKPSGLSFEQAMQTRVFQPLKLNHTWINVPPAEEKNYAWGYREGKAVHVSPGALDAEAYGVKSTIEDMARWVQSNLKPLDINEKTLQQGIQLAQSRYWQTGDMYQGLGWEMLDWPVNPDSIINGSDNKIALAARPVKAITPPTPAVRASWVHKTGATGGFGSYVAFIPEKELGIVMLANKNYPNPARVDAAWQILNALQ
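AmpC (5.3 nM in the dispensed reagent) in 20 mM phosphate pH 7.0 with 0.01% (detergent screen) or 0.0001% Triton X-100 was preincubated with compounds for 15 min at room temperature. Nitrocefin was then added from an 800 uM solution, and hydrolysis was followed at 480 nm.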
FBPA Giardia inh: qHTS Assay for Inhibitors of Fructose-1,6-bisphosphate Aldolase from Giardia Lamblia | Potency, µM (doses to about 59.6 µM), without a hit: at the highest dose activity, negative = inhibition, hits mostly inhibitors | 0.71% of 290,000 active | AID 2451, 2010 | purified Giardia FBPA; further: potency means the concentration at half of the fitted maximal effect; nearly all actives have a fitted effect of over 55% in size
Target sequence (A8B2U2 whole entry, looked up): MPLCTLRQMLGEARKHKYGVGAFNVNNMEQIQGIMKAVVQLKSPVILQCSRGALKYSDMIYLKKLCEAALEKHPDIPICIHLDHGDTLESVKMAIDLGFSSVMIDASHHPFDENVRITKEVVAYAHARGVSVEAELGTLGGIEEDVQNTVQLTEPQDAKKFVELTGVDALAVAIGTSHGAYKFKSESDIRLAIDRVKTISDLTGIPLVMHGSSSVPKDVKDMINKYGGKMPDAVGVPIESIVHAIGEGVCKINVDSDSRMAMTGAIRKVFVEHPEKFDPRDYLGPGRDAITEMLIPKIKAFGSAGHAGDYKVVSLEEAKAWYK
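Giardia FBPA (40 nM reagent) was preincubated 10 min at RT with compound (up to 57.5 uM final), then substrate plus GAPDH/TPI/NAD/arsenate coupling system with diaphorase/resazurin was added; resorufin fluorescence (525/598 nm) was read after 20 min.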
HCMV inh: qHTS Assay for inhibitors of the human cytomegalovirus (HCMV) | HFF cells, HCMV-luciferase reporter, 72 h; stronger effect = lower value | 4.5% of 410,000 active | activity change, negative = inhibition, % at 57.5 µM; in the data active means activity change below about -60%; inconclusive means no clear call, values can overlap the other calls; inactive means above about -39%
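Two compound doses tested in HFFs infected with HCMV-luciferase, MOI 1 PFU/cell, 72 h at 37C. Lysate luminescence read with OneGlo; data normalized against buffer-only and 10uM Salinomycin inhibitor controls.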
AMA1-RON2 inh: qHTS for Inhibitors of AMA1-RON; Towards Development of Antimalarial Drug Lead: Primary Screen; Plasmodium falciparum AMA1 (3D7) - RON2 peptide interaction; Potency, µM (titrated, usually from 58.2 µM), for the others: at the highest dose activity change, negative = inhibition, usual class: inhibitors; AID 720542, 2013; AlphaScreen AMA1-biotinylated RON2 peptide binding; 0.2% of 360,000 active;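 further: potency means the concentration at half of the fitted maximal effect; 0% = vehicle wells and -100% = peptide control; nearly all actives have a fitted effect of over 45% in size; some results filed as inactive show a strong effect at the top dose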
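AMA1 (3D7) with his tag at 25 nM final met compounds first, then biotinylated RON2 peptide at 25 nM; detection used donor plus acceptor beads, 10 µg/mL apiece, read by AlphaScreen after 30 min at room temperature.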
HCV inh: qHTS Assay for Inhibitors of Hepatitis C Virus (HCV); AID 651820, 2012; 3.4% of 340,000 active; Huh7.5.1 HCVcc-Cre infection, luciferase reporter, 44 h; Potency, µM (titrated, usually from 41.8 µM), inactives show at the top dose activity change, negative = inhibition, usual class: inhibitors; further: potency means the concentration at half of the fitted maximal effect
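Antiviral activity was scored by luciferase reporter output from cells infected with HCVcc-Cre (~0.5 moi) in presence of compound, 44 h infection period, cells seeded 1,000/well 4 h prior.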
Sm TGR inh: qHTS Assay for the Inhibitors of Schistosoma Mansoni Peroxiredoxins. Schistosoma mansoni thioredoxin glutathione reductase (TGR), Q962Y6. 3% of 360,000 active. Potency, µM (top dose mostly 114 µM), inactives show top-dose activity change, negative = inhibition, hits mostly inhibitors. purified TGR, DTNB reduction, TNB absorbance 405 nm. AID 485364, 2010; further: potency means the concentration at half of the fitted maximal effect; nearly all actives have a fitted effect of over 60% in size
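Kinetic colorimetric format: TGR-catalysed, NADPH-driven DTNB reduction monitored via TNB absorbance. Enzyme dispensed at 20 nM; compound exposure 15 min at room temperature before reaction start.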
Numbers without * were called inactive; ? = inconclusive; / = not tested or not shown; & = joins results of further samples; [ ] = remark or other dose. Unless noted, the call rests on the fitted dose curve; in most records, active means well fitted curve in the direction sought with a large enough effect; inconclusive means small, poorly fitted or top-dose-only effect, or another doubt; inactive means no such curve, though single readings can be large; an effect the other way counts as inactive or inconclusive. Unless noted, on the % scale 0 is the no-effect control and ±100 the full control effect. This is a random part of the collection; any-hit rate near 9.3%.

SMILES	AmpC inh detg	FBPA Giardia inh	HCMV inh	AMA1-RON2 inh	HCV inh	Sm TGR inh
NC(CC(=O)O)c1cccc(OCc2ccccc2)c1 (stereo unspecified)	0.5%	3.5%	-25.6	-1.1%	-1.4%	-0.7%
Cc1ccc(S(=O)(=O)CC(=O)Nc2ccc(S(=O)(=O)Nc3ccccn3)cc2)cc1	1.9%	4.6%	8.5	2.0%	15.0%	-7.8%
Cc1noc(C)c1COc1ccc(C(=O)Nc2ccccn2)cc1	-11.9%	4.9%	22.2	-7.7%	-3.6%	7.3%
S=c1sc2c(Cl)ncnc2n1-c1ccccc1	3.9%	3.0%	23.6	-2.5%	3.98µM*	3.16µM*
CN(C(=O)c1ccccc1-c1ncc[nH]1)C1CCCN(Cc2ccccc2F)C1 (stereo unspecified)	4.9%	/	-0.1	5.6%	-0.3%	1.6%
Cn1nnc2c(N3CCN(c4cccc(Cl)c4)CC3)ncnc21	0.8%	/	3.2	/	/	2.7%
CCc1nc(SCc2ccc(C(=O)OC)o2)n[nH]1	-7.8%	-27.9%	-1.4	-10.1%	4.6%	11.8%
CSc1nnc(C(C)(C)C)c(=O)n1/N=C/c1ccc(Cl)cc1	1.2%	4.4%	3.7	-22.4%	3.3%	13.1%
CCCOc1ccc(C2C(=O)N(C3CCCCCC3)CC(=O)N2CCCOCC)cc1OC (stereo unspecified)	6.6%	/	-30.9	/	/	4.3%
CCOC(=O)C1(CC2CC2)CCN(C(=O)c2ocnc2C)CC1	1.5%	1.9%	2.2	6.4%	8.9%	-9.2%
Cn1c(=O)[nH]c(=O)c2c1[nH]c(=S)n2CCCc1ccccc1	?	3.55µM*	-24.6	-4.2%	15.0%	0.0%
CC(NC(=O)COC(=O)C1CSC2(C)CCC(=O)N12)C12CC3CC(CC(C3)C1)C2 (stereo unspecified)	1.8%	-0.2%	44.3	?	18.0%	-1.1%
O=C(CSc1ccc(-c2cccs2)nn1)N1CCCCCC1	-3.8%	4.0%	96.3	10.3%	-0.6%	-10.7%
COc1ccccc1CNS(=O)(=O)c1ccc(F)c(C(=O)Nc2cc(Cl)ccc2OC)c1	7.2%	/	0.4	/	/	1.7%
Cc1cc(C)cc(C(=O)NC(CC(N)=O)c2ccc(N3CCCCCC3)c([N+](=O)[O-])c2)c1 (stereo unspecified)	-13.5%	11.9%	0.5	-16.2%	1.9%	-10.4%
Cc1ccc(NC(=O)Cn2nc(C)n3cccc3c2=O)c(C)c1	24.6%	/	-24.2	/	/	5.0%
Cc1csc(/N=C/N(C)C)c1C#N	0.8%	-6.4%	27.7	-5.7%	5.5%	0.0%
C=COCCn1c(C)c(C(C)=O)c2cc(O)ccc21	-4.6%	-12.3%	?	-13.6%	?	?
Cc1ccc(-c2nn(-c3ccc(F)cc3)cc2C(=O)NC2CCC(O)CC2)cc1 (stereo unspecified)	?	/	-17.0	-1.6%	?	-0.2%
O=C(c1cccc(Cl)c1)C1CCCN(Cc2cccc3cnccc23)C1 (stereo unspecified)	8.5%	-4.7%	-71.1*	-3.5%	?	3.1%
CCOC(=O)C(CC)/C(C)=N\NC(=O)c1cccc(C)c1 (stereo unspecified)	0.2%	2.1%	71.2	62.5%[activator]	-9.2%	2.5%
Cc1nc(C(C)NC(=O)CCc2nnc(-c3ccsc3)o2)cs1 (stereo unspecified)	4.9%	0.6%	-13.8	2.6%	7.8%	-1.6%
O=C(COC(=O)c1cc(=O)[nH]c2ccccc12)Nc1ccc(F)cc1	/	/	17.4	6.6%	1.0%	/
CCCN1C(=O)/C(=C\C=C2/Sc3ccccc3N2CC)SC1=S	-5.3%	-0.6%	/	/	/	2.9%[57.1 µM]
Cc1ccc(Oc2ncccc2CO)cc1	0.7%	4.7%	-27.8	2.4%	24.6%	12.9%
Cn1c(S(=O)(=O)O)nc2ccccc21	0.5%	-7.1%	-14.5	-11.6%	?	-0.9%
Cc1ccc(C(=O)N2[C@@H]3CN(C)C(=O)[C@@]2(C)[C@H]2C(=O)N(Cc4ccccc4)C(=O)[C@@H]32)cc1	/	/	-10.1	-0.3%	10.4%	/
CCOC(=O)c1c(NC(=O)COC(=O)CCOc2ccc(C)cc2)sc(C(=O)N(C)C)c1C	-10.8%	/	-4.3	4.4%	-9.5%	-7.9%
Cc1c(NC(=O)CC(C)C)cccc1-c1nc2cccnc2s1	-5.2%	/	9.4	/	/	-3.5%
O=C(O)c1cc(/C=C/c2ccc(N3CCOCC3)c([N+](=O)[O-])c2)nc2ccccc12	?	-7.2%	0.0	-8.9%	1.3%	-2.8%
COc1ccc(-c2c(C)nn3c(-c4ccccc4)cc(-c4ccccc4)nc23)cc1OC	-4.6%	/	8.8	/	/	14.3%
CCn1nc(-c2ccccc2)c(-c2ccccc2)c(C(=O)Nc2ccccc2C#N)c1=O	20.9%	/	7.2	/	/	0.7%
NS(=O)(=O)Oc1ccccc1	-10.5%	-8.4%	-2.4	12.0%	0.0%	-23.8%
COc1ccccc1Oc1ccc2c(c1)C(=O)N(c1ccc(Br)c3cccnc13)C2=O	1.8%	3.4%	-37.0	-6.0%	1.8%	-26.9%
CCOc1ccc(NC(=O)Cn2nc(SC)c(S(=O)(=O)c3ccccc3)c2N)cc1	-0.4%	/	2.5	/	/	2.9%
N#CC1c2ccccc2C=CN1C(=O)c1ccccc1 (stereo unspecified)	-0.2%	-3.7%	-29.5	4.2%	?	7.3%
CC1CCCCN1CCNC(=O)c1ccc2c(=O)n(Cc3ccc(Cl)cc3)c(=S)[nH]c2c1 (stereo unspecified)	-1.7%	/	-27.3	-5.6%	2.24µM*	-5.9%
CC(C)C(=O)Nc1ccc2c(c1)nc1n2CCSC1	-10.3%	-24.6%	?	19.6%	3.7%	4.8%
CC(=O)N1CCN(C2=NC(=O)/C(=C\c3cccs3)S2)CC1	5.9%	-3.3%	12.8	-4.4%	-20.7%	-5.8%
O=C1OC(Nc2ccc(Br)cn2)c2ccccc21 (stereo unspecified)	-8.4%	-1.9%	-14.6	-13.7%	6.7%	9.5%
CC(C)C(=O)NS(=O)(=O)c1ccc(N)cc1	-4.8%	8.5%	-15.5	-17.4%	9.8%	-6.3%
Cc1[nH]c(C)c(S(=O)(=O)N2CCN(c3ccccc3F)CC2)c1C(=O)N1CCCCC1	3.6%	-6.2%	?	-2.3%	34.3%[activator]	-8.6%
C[C@H](NC(=O)c1nc[nH]c1C(=O)N[C@@H](Cc1ccccc1)C(=O)OC(C)(C)C)C(=O)OC(C)(C)C	-4.0%	-21.2%	34.4	116.0%[activator]	11.2µM*	8.5%
CCCOc1ccc(NC(=O)OC2CCN(C)CC2)cc1	-5.9%	4.2%	2.9	-16.1%	?	-1.7%
O=C(COc1ccccc1)Nc1nnc(S(=O)(=O)Nc2ccccc2)s1	-14.8%&0.1%	8.4%	-0.6&10.7	36.4%[activator]	-3.3%	-19.5%&-11.9%
COc1cc(O)c(C(=O)O)c(CCc2ccccc2)c1	/	/	0.0	0.3%	8.5%	/
COc1ccc(NC(=O)CSCC(=O)N(C)CC(=O)Nc2c(C)cccc2C)cc1	-0.6%	/	-102.0*	-11.4%	5.9%	-0.8%
Cc1ccc(N2C(=O)CC(Sc3ncn[nH]3)C2=O)cc1C (stereo unspecified)	-1.3%	17.7µM*	-17.1	27.2%	5.4%	0.316µM*
C=C1c2ccccc2O[C@H](C(=O)OCC)[C@H]1OC	/	/	-15.2	-3.1%	0.0%	/
Cc1ccc(N2CC(C(=O)Nc3nnc(C(C)C)s3)CC2=O)cc1 (stereo unspecified)	-0.4%	0.9%	38.4	3.4%	5.1%	0.5%

In another format: entries from further up.
Value order: AmpC inh detg, FBPA Giardia inh, HCMV inh, AMA1-RON2 inh, HCV inh, Sm TGR inh
> C[C@H](NC(=O)c1nc[nH]c1C(=O)N[C@@H](Cc1ccccc1)C(=O)OC(C)(C)C)C(=O)OC(C)(C)C
 : -4.0%, -21.2%, 34.4, 116.0%[activator], 11.2µM*, 8.5%
> CCCOc1ccc(NC(=O)OC2CCN(C)CC2)cc1
 : -5.9%, 4.2%, 2.9, -16.1%, ?, -1.7%

(cont.)
SMILES	AmpC inh detg	FBPA Giardia inh	HCMV inh	AMA1-RON2 inh	HCV inh	Sm TGR inh
CCOC(=O)Cn1c(O)c(N=NC(=O)OC)c2ccccc21	-5.5%	-0.9%	32.1	10.1%	?	3.0%
O=C(NC(NC(=S)Nc1cccc(C(=O)O)c1)C(Cl)(Cl)Cl)OCc1ccccc1 (stereo unspecified)	0.1%	13.5%	?	-2.3%	10.6%	-26.3%
CCCOc1ccc(Oc2cc(C)nc(SC)n2)nn1	-9.0%	3.9%	64.3	3.9%	8.9%	2.1%
O=c1cc(-c2ccc3c(c2)OCCO3)oc2ccc(Cl)cc12	-3.8%	2.7%	116.1	0.6%	3.0%	2.4%
CCc1ccc2nc(N(CCCN(C)C)C(=O)c3ccc(S(=O)(=O)N(C)C4CCCCC4)cc3)sc2c1	5.1%	/	-85.9*	-21.3%	-26.6%	-7.0%
O=C(NCc1ccccn1)C1CC(=O)N(C2CCCC2)C1 (stereo unspecified)	/	/	-1.0	81.7%[activator]	9.2%	/
NS(=O)(=O)c1ccc(CCNC(=O)c2cccc3ccccc23)cc1	1.2%	0.6%	0.7	41.7%[activator]	14.3%	2.3%
Cc1ccc(OCc2nnc(SCC(=O)c3ccccc3)n2Cc2ccco2)cc1	?	-3.3%	19.4	-5.3%	?	0.0%
CCCCN1CCc2c1nc1ccc(Br)cc1c2N	-0.4%	-5.6%	107.0	2.9%	?	-15.0%
O=C1CCCc2ccc3ccccc3c21	/	/	-18.2	1.2%	-13.3%	/
Cc1ccc(-c2csc(N3CCN(CCCn4c(-c5ccncc5)nc5ccccc54)CC3)n2)cc1	5.8%	-28.0%	?	-18.2%	?	10.8%
Cc1nc2nc(SCC(=O)NCCCN3CCCCC3)nn2c(C)c1Cc1ccccc1	-7.6%	1.7%	-37.5	-6.2%	?	2.1%
COc1ccc2nc(SCC(=O)NCc3ccccc3)[nH]c2c1	-0.4%	5.9%	8.0	12.0%	3.7%	-23.3%
CN(C)S(=O)(=O)c1ccc(C(=O)Nc2cccnc2)cc1	-1.3%	-1.4%	-4.6	-6.6%	-1.6%	-0.1%
COc1ccc(CCNC(=O)CSc2nc3c(c(=O)n(C)c(=O)n3C)n2C)cc1OC	-8.8%	6.0%	-15.8	-10.7%	8.5%	-5.4%
N#Cc1ccccc1NC(=O)C(=O)NCCCN1CCCC1=O	-11.3%	/	-5.9	2.6%	-1.7%[8.37 µM]	3.3%
O=S(=O)(Nc1ccc(Br)cn1)c1cccs1	1.6%	2.8%	-8.9	-0.2%	4.4%	/
CN1C(=S)N(c2ccccc2)C(=O)/C1=C/c1cccs1	-14.7%	5.2%	0.0	-21.0%	3.8%	-7.8%
C=CCn1c(SCC(=O)c2ccc(O)c(O)c2)nnc1-c1cccc(Cl)c1	-7.6%	/	22.8	44.5%[activator]	3.98µM*	-17.0%
